Screening data from PubChem BioAssay.
USP2a inh = blocks human ubiquitin-specific protease USP2a. USP2 core, Ub-CHOP2 coupled fluorogenic reporter, 485/531. Potency, µM (series often up to 38.3 µM), for the others: top-dose activity change, negative = inhibition, most hits filed as inhibitors. AID 463254. O75604. actives 0.01% (n = 330,000);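 further: potency means the concentration at half of the fitted maximal effect; plate controls were DMSO wells for no effect and full inhibition by NEM control for full effect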
Target sequence (O75604 whole entry, looked up): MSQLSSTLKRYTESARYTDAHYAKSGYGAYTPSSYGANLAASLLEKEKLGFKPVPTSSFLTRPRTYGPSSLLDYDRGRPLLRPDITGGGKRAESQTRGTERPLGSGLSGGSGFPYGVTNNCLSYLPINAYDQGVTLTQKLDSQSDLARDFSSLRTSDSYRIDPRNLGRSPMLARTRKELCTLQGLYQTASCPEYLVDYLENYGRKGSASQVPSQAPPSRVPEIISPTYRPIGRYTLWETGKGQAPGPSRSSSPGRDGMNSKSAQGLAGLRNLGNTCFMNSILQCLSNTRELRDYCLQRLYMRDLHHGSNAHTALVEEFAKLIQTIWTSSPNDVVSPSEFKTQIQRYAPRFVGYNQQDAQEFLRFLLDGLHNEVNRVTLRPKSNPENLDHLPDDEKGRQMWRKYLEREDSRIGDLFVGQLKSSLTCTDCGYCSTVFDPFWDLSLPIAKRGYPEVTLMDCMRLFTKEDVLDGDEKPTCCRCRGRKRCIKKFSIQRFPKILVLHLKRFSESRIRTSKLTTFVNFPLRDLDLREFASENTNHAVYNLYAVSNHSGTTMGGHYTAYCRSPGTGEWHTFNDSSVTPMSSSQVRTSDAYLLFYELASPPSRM
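USP2 core (10nM final) preincubated 30min RT with compound in 20mM Tris-HCl pH 8.0, 2mM CaCl2, 2mM beta-mercaptoethanol, 0.05% CHAPS; 25nM Ub-CHOP2 plus 25nM reporter substrate added, fluorescence (Ex485/Em531) read after 60min.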
Eya2 phos inh = inhibitors of human Eya2 phosphatase activity; O00167; recombinant Eya2, OMFP fluorescence dephosphorylation (OMFP is methylfluorescein phosphate); Potency, µM (series often up to 76.9 µM), for inactives: at the top dose activity, negative = inhibition, most hits filed as inhibitors; actives 0.006% (n = 330,000); AID 488837; further: potency means the concentration at half of the fitted maximal effect; on the % scale 0 is the no-effect control and ±100 the full control effect
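Eya2 (0.2 uM) preincubated 10 min at ambient with compound, then OMFP substrate added at 50 uM; 10 min reaction in 50 mM HEPES pH 7.5, 50 mM NaCl, 5 uM MgCl2, 0.05% BSA, 1 mM DTT. Fluorescence read at Ex 485/Em 525 nm.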
uPA surface inh = inhibitors of cell surface uPA generation. actives 0.31% (n = 330,000). Potency, µM (doses to about 38.3 µM), inactives show at the top dose activity change, negative = inhibition, hits mostly inhibitors. AID 540303. cell surface uPA generation assay, qHTS; active means well fitted inhibition curve with a large enough effect; inconclusive means small, poorly fitted or top-dose-only effect; inactive means no such curve, though single readings can be large or run the other way; tested in mouse RAW 264.7 cells; further: potency means the concentration at half of the fitted maximal effect; on the % scale 0 is the no-effect control and ±100 the full control effect; nearly all actives have a fitted effect of over 55% in size
TSHR antag = blocks TSH signaling through the human TSH receptor. P16473. AID 504810. actives 0.2% (n = 330,000). activity change, negative = inhibition, % at 11.5 µM. TSHR-expressing cells, TSH-stimulated cAMP HTRF, 2 h; active compounds read low;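 active means activity change below a set negative limit, meaning inhibition stronger than a set level, cut at about -70% in these data; inconclusive means activity change between two set negative limits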; further: on the % scale 0 is the no-effect control and ±100 the full control effect
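Freshly harvested TSHR cells receive pin-tooled compound, then EC80 TSH at 4nM final. After 2 hours at 37 deg C, antibody in lysis buffer and cAMP-d2 are added; 30 minutes at ambient temperature precede the HTRF read.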
B2AR arrestin = beta2AR (human) beta-arrestin recruitment activity. actives 0.02% (n = 330,000). AID 492947. beta-arrestin recruitment to beta2AR, cell-based reporter. P07550. Potency, µM (series often up to 46.1 µM), for inactives: at the top dose activation, most hits filed as activators;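 further: potency means the concentration at half of the fitted maximal effect; 0% = DMSO controls and full agonism = EC100 isoproterenol or metaproterenol; nearly all actives have a fitted effect of over 65% in size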
Target sequence (P07550 whole entry, looked up): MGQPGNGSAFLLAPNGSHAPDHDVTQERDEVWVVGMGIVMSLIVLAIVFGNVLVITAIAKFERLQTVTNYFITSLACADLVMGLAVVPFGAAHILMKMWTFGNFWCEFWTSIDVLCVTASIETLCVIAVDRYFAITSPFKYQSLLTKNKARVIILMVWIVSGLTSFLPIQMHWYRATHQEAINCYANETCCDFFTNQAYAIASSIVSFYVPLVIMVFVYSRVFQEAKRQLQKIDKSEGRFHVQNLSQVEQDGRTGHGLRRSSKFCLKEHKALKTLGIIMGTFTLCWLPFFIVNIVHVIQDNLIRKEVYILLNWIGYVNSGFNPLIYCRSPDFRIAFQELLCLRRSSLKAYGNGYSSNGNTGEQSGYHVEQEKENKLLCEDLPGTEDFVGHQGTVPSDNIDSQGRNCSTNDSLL
TCR activator = activates T cell receptor signaling. AID 504894. Potency, µM (highest dose often 9.22 µM), inactives show top-dose activation of IL-2 secretion, most hits filed as activators. primary human leukocytes, anti-CD3, IL-2 HTRF, 48 h. 330,000 tested, under 10 active; further: % of control where 0% means no effect
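Readout: HTRF IL-2, Eu-cryptate/d2 antibody pair, 320nm excitation, 665nm emission. Stimulus: a-CD3 beads, no co-stimulation. Cells: primary human leukocytes. Exposure: 48 hr with compound.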
ELG1 repair inh = inhibitors of ELG1-dependent DNA repair in HEK293T cells. HEK293T ELG1-luciferase reporter, luminescence, 16 h; DNA damage induced by 5-fluorouridine. Potency, µM (top dose mostly 46.1 µM), without a hit: at the top dose activity change, negative = inhibition, most hits filed as inhibitors. actives 2.3% (n = 330,000). AID 504467; further: potency means the concentration at half of the fitted maximal effect; on the % scale 0 is the no-effect control and ±100 the full control effect; nearly all actives have a fitted effect of over 55% in size
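HEK293T cells expressing luciferase-tagged ELG1 (2,000/well) received 5-Fluorouridine plus compound or DMSO for 16 hr at 37 °C. Luciferase was read by ONE-Glo luminescence after 30 min at room temperature.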
Tb PFK inh = inhibitors of T. brucei phosphofructokinase | O15648 | T. brucei PFK, ADP-Glo luminescence | Potency, µM (top dose mostly 57.5 µM), inactives show at the highest dose activity, negative = inhibition, usual class: inhibitors | actives 0.17% (n = 330,000);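 further: potency means the concentration at half of the fitted maximal effect; 0% = uninhibited 1x PFK enzyme wells and -100% = no-enzyme wells; nearly all actives have a fitted effect of over 60% in size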
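In TEA buffer at pH 8.0 with 5 mM MgCl2, enzyme (1.25 nM) converted F6P (0.5 mM) and ATP (0.1 mM) for 45 min at room temperature. ADP product was read by luciferase luminescence.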
Mito fusion yeast = mitochondrial division inhibition or fusion activation. actives 0.23% (n = 320,000). S. cerevisiae fusion-defective mutant growth rescue, CellTiterGlo 48 h. Potency, µM (top dose mostly 46.1 µM), for inactives: top-dose growth rescue (activation), actives largely listed as activators;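 further: potency means the concentration at half of the fitted maximal effect; % of control where 0% means no effect; nearly all actives have a fitted effect of over 45% in size; temperature-sensitive fusion mutants such as fzo1-1 at 37 °C on non-fermentable ethanol glycerol medium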
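Compounds are tested for their ability to restore growth of mitochondrial fusion-defective yeast strains at non-permissive 37C in YPEG medium over 48 hours. Viability is quantified by luciferase luminescence.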
TSG101-PTAP inh = blocks PTAP/TSG101 interaction to inhibit HIV-1 budding. 340,000 tested, under 10 active. Potency, µM (top dose mostly 115 µM), for the others: top-dose activity change, negative = inhibition, most hits filed as inhibitors. Fluorescence polarization, FITC-PTAP peptide / Tsg101 binding. Q99816; active means well fitted inhibition curve with a large enough effect in the main read-out, with a control signal flat, not every such curve was filed as active; inconclusive means small, poorly fitted or top-dose-only effect, or effect the other way, or a change in a side signal; inactive means no such curve, though single readings can be large or run the other way; further: potency means the concentration at half of the fitted maximal effect; % of control where 0% means no effect
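FP read-out: FITC-PTAP peptide, 50 nM final, binding Tsg101 binding domain, 10 uM final; 20 min, r.t.; 10 mM HEPES pH 7.5, 0.15 M NaCl, 0.01% Tween 20, 3 mM EDTA, 0.1 mM TCEP.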
BCR signal inh = inhibitors of chronic active B-cell receptor signaling; ABC-DLBCL IkBa-CBG/CBR reporter, luminescence ratio, 4 h; actives 0.05% (n = 340,000); Potency, µM (titrated, usually from 46.1 µM), for inactives: at the highest dose ratio change, negative = lower green/red ratio, actives largely listed as inhibitors; AID 493014; active means well fitted inhibition curve with a large enough effect in the signal ratio, with a control signal flat, not every such curve was filed as active; inconclusive means small, poorly fitted or top-dose-only effect, or effect the other way, or a change in a side signal; the % refers to the signal ratio;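 further: potency means the concentration at half of the fitted maximal effect; plate controls were basal doxycycline-induced cells for no effect and cells given 10 µM MG132 for full effect; MG132 reads +100%, hits lower the ratio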
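TMD8 human ABC-DLBCL cells with doxycycline-inducible IκBα–green luciferase fusion and unfused red luciferase, in 0.5% FBS medium; compounds up to 46 uM, 4 h at 37C. Green/red luminescence ratio, filter-overlap corrected, fitted to concentration-response curves.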
An asterisk follows results filed as active; ? = inconclusive; · = no result given; [ ] = remark or other dose. Unless noted, the call rests on the fitted dose curve; in most records, active means well fitted curve in the direction sought with a large enough effect; inconclusive means small, poorly fitted or top-dose-only effect, or another doubt; inactive means no such curve, though single readings can be large; an effect the other way counts as inactive or inconclusive.

SMILES	USP2a inh	Eya2 phos inh	uPA surface inh	TSHR antag	B2AR arrestin	TCR activator	ELG1 repair inh	Tb PFK inh	Mito fusion yeast	TSG101-PTAP inh	BCR signal inh
O=S(=O)(c1ccc2c(c1)OCCO2)N1CCN(S(=O)(=O)c2ccc3c(c2)OCCO3)CC1	-3%	-9%	·	7	0.0%	·	·	-6%	3%	·	?
CC(=O)Nc1ccc(NS(=O)(=O)c2cn(C)c(=O)n(C)c2=O)cc1	0%	-1%	1%	4	0.1%	-15%	-1%	0%	-2%	5%	7%
COc1ccc(CCn2c(N3CCOCC3)nc3c2c(=O)[nH]c(=O)n3C)cc1	2%	0%	·	1	-0.1%	3%	-7%	-3%	0%	-7%	-5%
CCOC(=O)C(NC(=O)CC)(Nc1nc2c(s1)CCCC2)C(F)(F)F (stereo unspecified)	1%	-5%	-5%	-1	0.3%	3%[46.1 µM]	1%	-7%	-2%	-11%	5%
CC1CCN(Cc2c(C(=O)O)nnn2-c2nonc2N)CC1	-2%	5%	-4%	5	-0.5%	-2%	2%	0%	-2%	-3%	-2%
O=C(CSC1=NS(=O)(=O)c2ccccc2N1)NCc1ccc(F)cc1	-1%	13%	0%	5	0.3%	-12%	5%	15%	-5%	-1%	7%
CCOC(=O)Nc1ccc(S(=O)(=O)N(C)C(C)C)cc1	-2%	17%	-3%	5	-0.2%	3%	1%	-3%	2%	-2%	?
O=C(COC(=O)C1CCC1)NCc1ccccc1Cl	5%	1%	1%	-13	0.1%	3%	-1%	-3%	4%	-3%	3%
COc1ccc(Br)cc1C(=O)NC(=S)Nc1ccc(Cl)c(C(=O)O)c1	0%	7%	-4%	-11	0.1%	0%	5%	-8%	-5%	-8%	1%
CCCOc1ccc(N2C(=O)C/C(=C\c3ccccc3)C2=O)cc1	3%	6%	5%	-14	-0.8%	4%	-4%	-1%	-2%	-1%	7%
Cc1ccc(S(=O)(=O)c2nc(-c3ccccc3Cl)oc2N(C)C)cc1	0%	3%	1%	33	0.4%	7%	?	-5%	8%	-4%	3%
O=C(N/N=C/c1cccc([N+](=O)[O-])c1)c1cc(-c2ccc3c4c(cccc24)CC3)n[nH]1	2%	-2%	-6%	13	0.2%	-3%[46.1 µM]	?	-1%	14%	2%	8%
O=C(OCc1ccccc1)c1ccccc1O	0%	6%	3%	-1	-0.9%	-3%	?	-2%	·	-1%	?
CCN(C(=O)COC(=O)CSc1ccccc1)c1c(N)n(Cc2ccccc2)c(=O)[nH]c1=O	3%	-27%	-11%	8	0.4%	2%	2%	-8%	2%	-3%	16%
Cc1ccc(C)n1-c1nn(S(=O)(=O)c2ccccc2)c2cccc(F)c12	-2%	-5%	4%	-3	-0.5%	7%	-4%	2%	13%	1%	1%

Molecules above that contain an NH in an aromatic ring, in the order listed:
SMILES	USP2a inh	Eya2 phos inh	uPA surface inh	TSHR antag	B2AR arrestin	TCR activator	ELG1 repair inh	Tb PFK inh	Mito fusion yeast	TSG101-PTAP inh	BCR signal inh
COc1ccc(CCn2c(N3CCOCC3)nc3c2c(=O)[nH]c(=O)n3C)cc1	2%	0%	·	1	-0.1%	3%	-7%	-3%	0%	-7%	-5%
O=C(N/N=C/c1cccc([N+](=O)[O-])c1)c1cc(-c2ccc3c4c(cccc24)CC3)n[nH]1	2%	-2%	-6%	13	0.2%	-3%[46.1 µM]	?	-1%	14%	2%	8%
CCN(C(=O)COC(=O)CSc1ccccc1)c1c(N)n(Cc2ccccc2)c(=O)[nH]c1=O	3%	-27%	-11%	8	0.4%	2%	2%	-8%	2%	-3%	16%

Retrieved by structure from above (three):
SMILES	USP2a inh	Eya2 phos inh	uPA surface inh	TSHR antag	B2AR arrestin	TCR activator	ELG1 repair inh	Tb PFK inh	Mito fusion yeast	TSG101-PTAP inh	BCR signal inh
O=C(N/N=C/c1cccc([N+](=O)[O-])c1)c1cc(-c2ccc3c4c(cccc24)CC3)n[nH]1	2%	-2%	-6%	13	0.2%	-3%[46.1 µM]	?	-1%	14%	2%	8%
CCOC(=O)C(NC(=O)CC)(Nc1nc2c(s1)CCCC2)C(F)(F)F (stereo unspecified)	1%	-5%	-5%	-1	0.3%	3%[46.1 µM]	1%	-7%	-2%	-11%	5%
O=C(CSC1=NS(=O)(=O)c2ccccc2N1)NCc1ccc(F)cc1	-1%	13%	0%	5	0.3%	-12%	5%	15%	-5%	-1%	7%

The results go on.
SMILES	USP2a inh	Eya2 phos inh	uPA surface inh	TSHR antag	B2AR arrestin	TCR activator	ELG1 repair inh	Tb PFK inh	Mito fusion yeast	TSG101-PTAP inh	BCR signal inh
COC(=O)c1ccn(CSc2cc(Cl)ccc2Cl)n1	3%	9%	2%	-34	0.2%	-4%	17%	-1%	15%	-5%	0%
C=CCSc1nnc(NC(=O)Cc2ccc(OC)c(OC)c2)s1	2%	-1%	-4%	1	0.1%	1%	11%	1%	0%	-1%	?
Cc1ccc(S(=O)(=O)N2CCN(C(=O)COC(=O)c3oc4ccccc4c3C)CC2)cc1	-2%	29%	2%	-6	-0.1%	-5%	12%	-1%	6%	0%	3%
CCC(C)[C@H](NC(=O)N1CC(=O)Nc2ccccc21)C(=O)N1CCC[C@H]1C(=O)O (stereo partly specified)	1%	-7%	-6%	9	-0.9%	0%	-3%	-4%	3%	-1%	7%
CNc1cc(CSc2ccc(Cl)cc2)nc(C)n1	1%	-4%	-1%	4	2.5%	-8%	?	-5%	-5%	-7%	?
O=C(CC(NC(=O)c1ccccc1)c1ccccc1)Nc1cccc2ccccc12 (stereo unspecified)	-3%	-1%	-4%	-5	0.0%	5%[46.1 µM]	-2%	0%	0%	-1%	-14%
Nc1cc(Cl)ccc1N1CCCCC1	1%	11%	62%[activator]	6	0.0%	5%	-9%	1%	-3%	-3%	9%
O=C(NCc1ccco1)c1ccccc1SCC(=O)N1CCCC1	-1%	-8%	-8%	3	0.0%	10%	8%	0%	1%	-6%	7%
CC(C)C(=O)OCc1cn(-c2ccc(Cl)c(Cl)c2)nn1	5%	4%	5%	-4	-0.3%	0%	-1%	-8%	2%	-4%	6%
Cc1onc(-c2c(Cl)cccc2Cl)c1C(=O)N1CCN(Cc2ccccc2)CC1	0%	1%	-2%	-6	-0.5%	-1%	4%	0%	7%	0%	5%
COc1ccccc1C(=O)N1c2ccccc2Sc2ccccc21	1%	-9%	-2%	4	-0.4%	9%[46.1 µM]	11%	0%	?	-2%	-1%
COc1ccccc1OC(C)c1nnc(SCC(=O)Nc2c(C)n(C)n(-c3ccccc3)c2=O)n1-c1ccccc1 (stereo unspecified)	4%	-11%	·	3	-0.2%	3%	-1%	-2%	-2%	-1%	0%
COc1cccc(C2C3=C(CC(C)(C)CC3=O)Nc3n[nH]c(C)c32)c1 (stereo unspecified)	0%	1%	20%	11	-0.3%	-4%	?	-7%	-1%	-8%	2%
Cc1ccc(/C=N/Nc2cc(C)nc(N3CCOCC3)n2)cc1	0%	14%	-1%	-10	-0.2%	1%	?	2%	-2%	1%	?
S=C(N/N=C/c1ccccc1)N1CCOCC1	0%	10%	-3%	9	-0.1%	1%[46.1 µM]	?	-3%	-3%	-7%	3%
CCc1cccc2c(=O)c(C(=O)N3CCOCC3)c[nH]c12	2%	4%	9%	-12	0.0%	-2%	-10%	1%	1%	-2%	1%
O=C(COc1nsnc1N1CCOCC1)Nc1ccc([N+](=O)[O-])cc1	2%	14%	3%	3	-0.1%	2%	-23%	4%	-9%	-9%	-4%
CCc1ccc(N2CC(C(=O)NCc3ccco3)CC2=O)cc1 (stereo unspecified)	0%	-9%	-5%	1	-1.1%	-10%[46.1 µM]	?	-4%	0%	1%	14%
COc1ccc(NC(=O)CSc2nnnn2Cc2ccccc2)cc1	0%	10%	16%	7	-0.3%	2%	-5%	-10%	-1%	2%	8%
COc1ccc(S(=O)(=O)N2CCOCC2)cc1C(=O)N(C)CCOc1ccc(Cl)cc1	-1%	12%	-18%	-2	0.0%	·	?	-3%	-2%	-3%	-4%
COc1ccccc1N1CCN(C(=O)C2c3ccccc3Oc3ccccc32)CC1	-8%	-6%	-14%	12	-0.6%	2%	?	5%	20%	-4%	?
